Assay outcomes deposited in PubChem by several laboratories.
C8 TRAIL sens – viability loss with TRAIL in NB7+C8 cells, primary screen, TRAIL sensitizer project, cell-based, ATPlite luminescence. hit rate 1% among 360,000. inhibition (viability loss, TRAIL sensitization), % at 10 µM. AID 624354, 2012;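 active means compounds causing at least 50% loss of cell viability in the single-dose screen, relative to plate controls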
KKLEB tox – cytotoxicity in KKLEB CF airway cells, primary screen, cytotoxicity control for CF NF-kB inhibitor project, cell-based, uHTS, fluorescence assay plates | KKLEB CF airway cells viability, ATPlite luminescence, overnight; hits give low values; cells stimulated with P. aeruginosa culture filtrate | activity change (cytotoxicity), % at 5 µM | hit rate 0.36% among 360,000;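 active means corrected activity change at or below -50% at 5 µM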
NCOA3 inh – SRC3 coactivator transcriptional activity inhibitors, primary screen, cell-based, luminescence; Nuclear receptor coactivator 3 (Homo sapiens), Q9Y6Q9; HEK293 GAL4-SRC3 luciferase reporter; inhibition, % at 3.6 µM; hit rate 0.17% among 360,000; AID 588352, 2011;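 active means inhibition above a per-campaign cutoff, the mean of all compounds plus 3 SD, cut at about 60% in these data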;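 further: 0% = DMSO-treated cells and 100% = gossypol-treated cells at 36 µM; higher means less SRC3-driven luciferase light from the GAL4 reporter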
SRC2 inh – inhibition of GAL4-SRC2 driven luciferase reporter, primary screen, SRC2 inhibitor project, cell-based, luminescence. inhibition, % at 9 µM. HEK293 GAL4-SRC2 luciferase reporter. AID 651957, 2012. Nuclear receptor coactivator 2 (Homo sapiens), Q15596. hit rate 0.17% among 370,000;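 active means inhibition above the mean inhibition of all tested compounds plus 3 SD, set per campaign, cut at about 52% in these data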;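 further: 0% = DMSO treated cells and 100% = cells given Gossypol at 36 µM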
Target sequence (Q15596 whole entry, looked up, the tested form may be a part): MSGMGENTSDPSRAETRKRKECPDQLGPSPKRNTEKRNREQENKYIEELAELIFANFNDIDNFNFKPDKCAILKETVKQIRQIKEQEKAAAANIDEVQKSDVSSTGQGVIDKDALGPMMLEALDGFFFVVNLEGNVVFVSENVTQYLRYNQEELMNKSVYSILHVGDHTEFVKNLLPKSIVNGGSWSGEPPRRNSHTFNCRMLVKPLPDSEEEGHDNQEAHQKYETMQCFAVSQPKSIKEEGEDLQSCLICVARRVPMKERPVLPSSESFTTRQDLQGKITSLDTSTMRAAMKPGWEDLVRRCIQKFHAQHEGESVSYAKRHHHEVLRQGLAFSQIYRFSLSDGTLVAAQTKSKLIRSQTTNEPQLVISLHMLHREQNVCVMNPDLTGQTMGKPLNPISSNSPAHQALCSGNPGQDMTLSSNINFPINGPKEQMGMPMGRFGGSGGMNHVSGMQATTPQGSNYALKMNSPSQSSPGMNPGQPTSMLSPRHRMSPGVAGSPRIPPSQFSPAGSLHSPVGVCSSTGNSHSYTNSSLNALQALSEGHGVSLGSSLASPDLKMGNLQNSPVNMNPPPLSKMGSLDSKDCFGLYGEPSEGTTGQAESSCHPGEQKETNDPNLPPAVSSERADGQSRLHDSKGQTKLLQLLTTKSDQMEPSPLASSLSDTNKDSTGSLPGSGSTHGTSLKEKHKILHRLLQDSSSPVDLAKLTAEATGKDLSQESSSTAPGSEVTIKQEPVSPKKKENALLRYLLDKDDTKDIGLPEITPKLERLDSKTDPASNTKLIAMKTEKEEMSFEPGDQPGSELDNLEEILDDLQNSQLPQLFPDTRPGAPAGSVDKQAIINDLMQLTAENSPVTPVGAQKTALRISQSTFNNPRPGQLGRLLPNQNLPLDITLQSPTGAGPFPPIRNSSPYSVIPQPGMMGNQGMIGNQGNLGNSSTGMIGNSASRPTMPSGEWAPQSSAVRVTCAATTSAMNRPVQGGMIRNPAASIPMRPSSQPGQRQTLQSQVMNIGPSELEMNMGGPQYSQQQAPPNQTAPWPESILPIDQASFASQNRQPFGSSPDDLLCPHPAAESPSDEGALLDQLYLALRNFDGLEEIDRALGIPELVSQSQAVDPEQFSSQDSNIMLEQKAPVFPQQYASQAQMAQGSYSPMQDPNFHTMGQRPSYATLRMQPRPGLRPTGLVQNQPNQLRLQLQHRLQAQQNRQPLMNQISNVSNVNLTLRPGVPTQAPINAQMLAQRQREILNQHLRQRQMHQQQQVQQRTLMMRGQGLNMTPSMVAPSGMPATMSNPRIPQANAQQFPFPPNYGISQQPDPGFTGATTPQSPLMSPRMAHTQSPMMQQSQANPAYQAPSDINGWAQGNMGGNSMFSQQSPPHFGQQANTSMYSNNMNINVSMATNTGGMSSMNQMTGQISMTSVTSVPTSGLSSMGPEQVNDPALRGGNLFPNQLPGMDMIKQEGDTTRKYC
TROY NFkB inh – inhibitors of TROY-driven NF-kB signaling, primary screen, Q293 LMP1-TROYcd cells, NF-kB luciferase, uHTS; inhibition, % at 10 µM; hit rate 0.98% among 360,000; AID 1347056, 2019; Q293 LMP1-TROYcd NF-kB luciferase reporter, 4 h;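 active means compounds whose plate-normalised and pattern-corrected inhibition of the luciferase reporter signal at the single screening dose is 50% or more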
NCOA1 inh – SRC1 coactivator transcriptional activity inhibitors, primary screen, cell-based, luminescence. Nuclear receptor coactivator 1 (Homo sapiens), Q15788. HEK293 GAL4-SRC1 luciferase reporter. inhibition, % at 3.6 µM. hit rate 0.12% among 360,000. AID 588354, 2011;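 active means inhibition above the campaign mean plus 3 SD, with each screening campaign given its own cutoff, cut at about 60% in these data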;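 further: 0% = DMSO treated cells and 100% = gossypol at 36 µM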
CF NFkB inh – inhibitors of PAF-induced NF-kB signaling, primary screen, cell-based, GFP fluorescence, uHTS | KKLEB NF-kB-GFP reporter, GFP fluorescence overnight | hit rate 0.86% among 360,000 | inhibition, % at 5 µM;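 active means at least 50% inhibition at 5 µM, scaled per plate between neutral and stimulator controls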;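 further: PAF is a Pseudomonas aeruginosa culture filtrate used as stimulus; plate controls were PAF-stimulated DMSO wells for no effect and unstimulated DMSO wells for full effect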
TWEAK-Fn14 inh – inhibitors of TWEAK-Fn14 signaling, primary screen, luciferase reporter cells, uHTS. TWEAK-stimulated Fn14 reporter cells, luciferase luminescence, 8 h. inhibition, % at 10 µM. hit rate 2% among 360,000; in the data active means inhibition above about 50%
LRH-1 inv ag – LRH-1 (NR5A2) inverse agonists, primary screen, cell-based, luminescence, HEK293T, StAR-luciferase reporter | Nuclear receptor subfamily 5 group A member 2 (Homo sapiens), O00482 | LRH-1 transfected, 24 h | inhibition, % at 3.6 µM | hit rate 0.13% among 360,000 | AID 602396, 2012;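 active means inhibition above the mean inhibition of all tested compounds plus 3 SD, cut at about 73% in these data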;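 further: 0% = DMSO wells and 100% = reporter-only cells lacking LRH-1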
EBV LMP1 NFkB – EBV LMP1-driven NF-kappaB luciferase reporter inhibitors, primary screen, cell-based, luminescence, single point; LMP1-induced NF-kappaB luciferase reporter cells; inhibition, % at 12.5 µM; hit rate 0.69% among 350,000; AID 504558, 2011; in the data active means inhibition above about 41%;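 further: 0% = neutral control wells and 100% = reference inhibitor control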
NR2F2 inh – NR2F2 transcriptional activity inhibitors, primary screen, cell-based, luciferase reporter, HEK293T, luminescence; inhibition, % at 8.6 µM; COUP transcription factor 2 (Homo sapiens), P24468; HEK293T NGFI-A luciferase reporter; hit rate 0.7% among 370,000;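 active means inhibition above a per-plate cutoff, mean inhibition of test wells between control levels plus 3 SD, cut at about 38% in these data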;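 further: cells cotransfected with COUP-TFII expression vector driving the NGFI-A reporter; 0% = median of COUP-TF2 test wells and 100% = reporter-only cells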
The depositor's hits bear a star; · = not tested or not shown; & = joins results of further samples.

The opening two entries as a preview:
SMILES	C8 TRAIL sens	KKLEB tox	NCOA3 inh	SRC2 inh	TROY NFkB inh	NCOA1 inh	CF NFkB inh	TWEAK-Fn14 inh	LRH-1 inv ag	EBV LMP1 NFkB	NR2F2 inh
Brc1ccc(-c2csc3ncnc(-n4nnc5ccccc54)c23)cc1	16	-5	6	16	8	6	-4	-28	-3	10	-8
Cc1cc(C)cc(N(CC(=O)NC(C)(C)C)C(=O)CCC(=O)Nc2nccs2)c1	-18	2	-5	-10	14	-1	2	13	10	1	-1

The listing, previewed entries included:
SMILES	C8 TRAIL sens	KKLEB tox	NCOA3 inh	SRC2 inh	TROY NFkB inh	NCOA1 inh	CF NFkB inh	TWEAK-Fn14 inh	LRH-1 inv ag	EBV LMP1 NFkB	NR2F2 inh
Brc1ccc(-c2csc3ncnc(-n4nnc5ccccc54)c23)cc1	16	-5	6	16	8	6	-4	-28	-3	10	-8
Cc1cc(C)cc(N(CC(=O)NC(C)(C)C)C(=O)CCC(=O)Nc2nccs2)c1	-18	2	-5	-10	14	-1	2	13	10	1	-1
COc1ccc(NC(=O)CCCCn2c(=O)[nH]c3ccccc3c2=O)cc1	5	1	4	-7	18	4	6	13	4	7	-2
NC(=NCCc1ccccc1)NC(=O)c1cc(Cl)ccc1O	10	-19	-23	-33	-27	-48	22	-9	-11	-37	10
COC(=O)C(C(=O)Nc1ccccc1C)C1CCCCCC1 (stereo not drawn)	41	1	6	-2	-17	15	1	3	-6	-17	-6
CN(CC(=O)Nc1ccc(Cl)cc1)C(=O)CNC(=O)c1ccc2c(c1)OCO2	8	-3	-2	-16	-6	-11	17	-19	-19	-23	2
Cc1nc(NCCc2ccccc2F)c(C#N)c(C)c1[N+](=O)[O-]	-7	3	0	-12	16	6	0	3	17	-4	-1
O=C(O)c1ccccc1Nc1ccc2nonc2c1[N+](=O)[O-]	9	7	4	15	-1	-19	4	21	-15	1	6
COc1ccccc1CNC(=O)COC(=O)CSc1ccc(C)c(C)c1	-9	6	-12	1	-8	-2	4	-3	-33	-4	0
Cc1cc(NC(=O)CSc2nc3c(cnn3-c3cccc(Cl)c3)c(=O)[nH]2)no1	-7	-10	15	6	10	-5	16	-13	5	5	6
CC(C)(C)c1csc(NC(=O)c2ccc(Br)o2)n1	16	-10	-56	-25	-44	-42	18	7	-43	-10	-23
CC(O)(C#CCN1CCCC1)c1ccccc1 (stereo not drawn)	-4	7	10	-4	0	-2	4	3	18	-7	8
CCN(Cc1nc(-c2cccc(Cl)c2)no1)CC1CCCO1 (stereo not drawn)	-5	5	-10	-9	-61	-14	10	-13	-2	-19	13
O=C(CN1C(=O)C2CC=CCC2C1=O)NCC(=O)Nc1ccc(F)c(F)c1 (stereo not drawn)	-17	3	-5	-24	2	-10	-2	-3	7	1	8
O=C(NCC(=O)N1CCN(Cc2c(F)cccc2Cl)CC1)c1cccs1	-12	9	-14	1	4	15	-18	3	22	2	-9
Cc1cccc(NC(=O)CSc2ccc(-c3cccs3)nn2)c1C	4	2	-2	0	-47	-17	-7	-27	-16	-12	1
O=C(COc1ccccc1)Nc1nnc(C23CC4CC(CC(C4)C2)C3)s1	11	11	11	-18	-42	3	-12	-59	17	-31	-5
COc1ccc(NC(=S)Nc2ccccn2)c(OC)c1	-10	-3	-42	-45	-31	-54	-2	-23	-70	-32	-26
COc1ccccc1N1CCN(/N=C/c2ccccc2C(=O)O)CC1	-11	-2	-51	-63	-36	-16	10	4	-26	1	2
COC(CNC(=O)CN1CCN(Cc2ccccc2F)C1=O)OC	-34	-2	-15	-5	-12	5	-19	7	-1	-2	-12
CCCC(C(=O)NC(C)(C)CC)N(Cc1ccco1)C(=O)CNS(=O)(=O)c1ccccc1 (stereo not drawn)	5	-5	-17	-16	-6	-18	0	-12	-8	-5	-10
COc1ccc(NC(=O)N(CCCN2CCOCC2)Cc2cccnc2)c(OC)c1	-4	-10	-3	-2	-11	-4	-16	5	-8	-8	-8
O=S(=O)(Nc1ccc2c(c1)OCO2)c1cccc(Br)c1	6	-7	13	15	-2	-2	18	1	-11	-5	-5
CCOCCOC(=O)c1[nH]c2c(c1C)C(=O)CC(c1ccc(N(C)C)cc1)C2 (stereo not drawn)	-3	2	1	-10	16	-10	7	7	14	5	7
Cc1nccn1Cc1ccccc1	19	-13	-6	-5	-1	-11	-9	-15	-16	-1	10
Next part:
SMILES	C8 TRAIL sens	KKLEB tox	NCOA3 inh	SRC2 inh	TROY NFkB inh	NCOA1 inh	CF NFkB inh	TWEAK-Fn14 inh	LRH-1 inv ag	EBV LMP1 NFkB	NR2F2 inh
COc1ccccc1NC(=O)CCc1c(C)[nH]c(=O)c(C#N)c1C	0	1	25	-4	11	-21	4	7	1	0	-8
CCCC(c1nnnn1CCc1ccccc1)N1CCC(C(N)=O)CC1 (stereo not drawn)	4	-2	3	-15	7	-53	0	-10	9	-25	9
COc1cc(/C=C/C(=O)NC(C)CCc2ccccc2)cc(OC)c1OC (stereo not drawn)	-11	-5	16	-1	-11	2	6	-6	-10	2	-16
COc1ccccc1OCCNC(=O)CCS(=O)(=O)c1ccccc1	4	18	6	-24	-11	-1	15	5	-6	0	-29
COC(=O)c1[nH]c2cc(OC)ccc2c1NC(=O)c1ccc2c(c1)OCO2	9	4	-1	10	-14	-21	-2	-9	19	-8	-8
CCCCNC(=O)c1cc([N+](=O)[O-])[nH]n1	-7	3	12	6	-26	-12	1	-12	2	16	-2
CC(=O)c1ccc(N2CCN(S(=O)(=O)c3cccc(S(=O)(=O)N4CCOCC4)c3)CC2)cc1	0	8	-4	-16	-8	-2	-9	-16	-14	4	-1
COc1ccc(/C=N/NC(=O)c2cccc([N+](=O)[O-])c2)cc1OC(=O)c1ccc(C)cc1	28	0	10	5	19	-6	6	27	20	-6	3
O=S(=O)(c1ccccc1F)N1CCN(Cc2cc3c(cc2O)OCO3)CC1	-11	18	11	-1	8	-23	-47	8	4	-8	-4
O=C(NC1CCCCC1)C1CCN(S(=O)(=O)N2CCOCC2)CC1	-6	1	18	11	-13	-1	4	-5	14	5	-10
Cn1c(=O)cc(OCCCC(=O)NCCN2CCN(c3ccccc3F)CC2)c2ccccc21	-7	-7	2	-4	14	-11	5	11	-1	-11	-14
Cc1ccc(C(=O)Nc2ccc(N3CCN(C(=O)c4ccco4)CC3)cc2)c(Cl)c1	1	-6	18	0	17	-12	14	7	-14	15	11
N#Cc1ccc(-c2ccc(OCC(O)CN3CCCCC3)cc2)cc1 (stereo not drawn)	-3	19	2	2	-15	-17	-6	-1	-12	5	-22
COc1cc(C(=O)Oc2ccc(/C=N/NC(=O)c3ccncc3)cc2)cc(OC)c1OC	2	-12	-33	6	35	-22	-12	10	10	-4	-1
O=C1c2ccccc2C(c2nnnn2-c2ccc3c(c2)OCCO3)N1Cc1cccc(F)c1 (stereo not drawn)	15&-1	·	·	-72&-7	1&3	·	·	-1&9	3&-5	·	-4&0
COc1cccc(N2CC34C=CC(O3)C(C(=O)O)C4C2=O)c1 (stereo not drawn)	-1	7	-3	-10	13	-12	3	4	-10	-1	6
O=C(O)CN1C2=NCCCN2c2ccccc21	-1	6	9	-23	-2	5	-12	-3	11	-7	-17
CC[C@]1(C(=O)OC)[C@H]2C(=O)N(C)C(=O)[C@H]2[C@H]2CN(C)C(=NCc3ccccc3)N21	0	-3	-18	-3	-19	-12	4	1	2	4	-2
Cn1c(=O)[nH]c(=O)c2c1nc(CN1CCN(c3ccccc3F)CC1)n2CCCc1ccccc1	-12	-16	-23	-9	-16	-6	4	-61	5	9	4
COc1cc(/C=C2/C(=O)N(C)C(=S)N2C)ccc1OCc1cccc(F)c1	2	-2	1	-21	-31	-6	-12	-34	13	-25	15

13 structures already listed, arranged by number of heavy atoms, lowest first:
SMILES	C8 TRAIL sens	KKLEB tox	NCOA3 inh	SRC2 inh	TROY NFkB inh	NCOA1 inh	CF NFkB inh	TWEAK-Fn14 inh	LRH-1 inv ag	EBV LMP1 NFkB	NR2F2 inh
CCCCNC(=O)c1cc([N+](=O)[O-])[nH]n1	-7	3	12	6	-26	-12	1	-12	2	16	-2
O=C(O)CN1C2=NCCCN2c2ccccc21	-1	6	9	-23	-2	5	-12	-3	11	-7	-17
COc1cccc(N2CC34C=CC(O3)C(C(=O)O)C4C2=O)c1 (stereo not drawn)	-1	7	-3	-10	13	-12	3	4	-10	-1	6
COc1ccccc1NC(=O)CCc1c(C)[nH]c(=O)c(C#N)c1C	0	1	25	-4	11	-21	4	7	1	0	-8
N#Cc1ccc(-c2ccc(OCC(O)CN3CCCCC3)cc2)cc1 (stereo not drawn)	-3	19	2	2	-15	-17	-6	-1	-12	5	-22
CCCC(c1nnnn1CCc1ccccc1)N1CCC(C(N)=O)CC1 (stereo not drawn)	4	-2	3	-15	7	-53	0	-10	9	-25	9
O=S(=O)(c1ccccc1F)N1CCN(Cc2cc3c(cc2O)OCO3)CC1	-11	18	11	-1	8	-23	-47	8	4	-8	-4
CC[C@]1(C(=O)OC)[C@H]2C(=O)N(C)C(=O)[C@H]2[C@H]2CN(C)C(=NCc3ccccc3)N21	0	-3	-18	-3	-19	-12	4	1	2	4	-2
Cc1ccc(C(=O)Nc2ccc(N3CCN(C(=O)c4ccco4)CC3)cc2)c(Cl)c1	1	-6	18	0	17	-12	14	7	-14	15	11
COc1ccc(/C=N/NC(=O)c2cccc([N+](=O)[O-])c2)cc1OC(=O)c1ccc(C)cc1	28	0	10	5	19	-6	6	27	20	-6	3
CC(=O)c1ccc(N2CCN(S(=O)(=O)c3cccc(S(=O)(=O)N4CCOCC4)c3)CC2)cc1	0	8	-4	-16	-8	-2	-9	-16	-14	4	-1
Cn1c(=O)cc(OCCCC(=O)NCCN2CCN(c3ccccc3F)CC2)c2ccccc21	-7	-7	2	-4	14	-11	5	11	-1	-11	-14
Cn1c(=O)[nH]c(=O)c2c1nc(CN1CCN(c3ccccc3F)CC1)n2CCCc1ccccc1	-12	-16	-23	-9	-16	-6	4	-61	5	9	4
